bIAP act = intestinal alkaline phosphatase (bovine) activation. purified bovine IAP, CDP-star luminescence, 30 min; stronger effect = higher value; fold of DMSO-control signal, blank-subtracted. activation factor at 20 µM. 200,000 compounds, 0.17% hits. AID 1016;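 active = activation factor of 2 or more at 20 µM, a signal rise over negative controls twice the positive control's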
Diaphorase inh = counter-screen for diaphorase-based assays: diaphorase inhibitors and chemical oxidizers; diaphorase resazurin-to-resorufin fluorescence, NADH, 16 min; bacterial (C. kluyveri) enzyme, not human; inhibition, % at 20 µM; 190,000 compounds, 0.69% hits; AID 1217;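 active = primary screen inhibition at 20 µM above a set limit, cut at about 50% in these data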;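 also: plate controls were DMSO with full reaction for no effect and wells lacking NADH for full effect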
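Test system: Clostridium kluyveri diaphorase enzyme / Quantity: diaphorase at 0.14 U/mL in enzyme working solution / Incubation: 16-min room-temperature incubation before reading / Benchmarks: NADH-free wells as positive control, DMSO-only neutral wells / Signal: resorufin fluorescence 544/590 nm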
PMI activator = phosphomannose isomerase (human) activation; 190,000 compounds, 0.005% hits; AID 1214; purified human PMI, coupled resazurin fluorescence, 20 min; stronger effect = higher value; 1 = vehicle control, 0 substrate-free wells; P34949; activation factor at 20 µM;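 active = activation factor of 2 or more at 20 µM, relative to plate controls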
Target sequence (P34949 whole entry, looked up): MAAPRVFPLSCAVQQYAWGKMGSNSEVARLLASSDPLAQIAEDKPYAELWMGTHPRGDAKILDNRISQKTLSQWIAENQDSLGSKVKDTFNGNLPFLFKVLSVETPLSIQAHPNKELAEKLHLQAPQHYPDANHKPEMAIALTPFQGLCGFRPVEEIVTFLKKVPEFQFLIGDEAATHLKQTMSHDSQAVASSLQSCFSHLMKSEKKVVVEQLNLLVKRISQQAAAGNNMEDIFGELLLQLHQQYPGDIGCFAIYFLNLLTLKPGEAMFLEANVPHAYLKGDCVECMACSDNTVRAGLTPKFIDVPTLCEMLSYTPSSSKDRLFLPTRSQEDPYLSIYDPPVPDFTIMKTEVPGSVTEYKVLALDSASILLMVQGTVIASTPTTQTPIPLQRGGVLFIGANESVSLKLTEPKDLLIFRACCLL
TNAP inh hiacc = inhibitors of human TNAP at high phosphate acceptor concentration. P05186. purified TNAP, CDP-star luminescence, 1 M DEA. inhibition, % at 20 µM. 200,000 compounds, 0.03% hits. AID 1135;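 active = over 50% inhibition of tissue-nonspecific alkaline phosphatase at 20 µM in the single-dose screen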;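 also: plate controls were DMSO wells for no effect and EDTA-quenched wells as full inhibition for full effect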
Target sequence (P05186 whole entry, looked up): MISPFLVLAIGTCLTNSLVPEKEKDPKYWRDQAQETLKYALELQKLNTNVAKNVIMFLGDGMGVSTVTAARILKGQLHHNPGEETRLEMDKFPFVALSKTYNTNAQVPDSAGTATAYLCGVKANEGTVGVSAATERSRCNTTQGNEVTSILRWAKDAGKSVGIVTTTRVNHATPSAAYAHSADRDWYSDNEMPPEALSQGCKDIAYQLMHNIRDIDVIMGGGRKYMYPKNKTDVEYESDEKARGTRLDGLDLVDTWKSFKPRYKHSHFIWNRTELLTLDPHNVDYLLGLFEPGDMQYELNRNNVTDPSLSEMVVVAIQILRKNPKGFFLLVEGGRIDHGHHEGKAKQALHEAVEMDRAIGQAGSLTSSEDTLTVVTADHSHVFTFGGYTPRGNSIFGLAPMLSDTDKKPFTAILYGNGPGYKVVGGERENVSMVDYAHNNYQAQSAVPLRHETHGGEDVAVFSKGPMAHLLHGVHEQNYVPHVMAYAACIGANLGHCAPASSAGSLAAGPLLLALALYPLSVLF
TNAP act hi DEA = TNAP (human) activation, high acceptor; P05186; purified TNAP, CDP-star luminescence, 1 M DEA, 30 min; stronger effect = higher value; 0 = EDTA background, 1 = DMSO-only activity; activation factor at 20 µM; 200,000 tested, under 10 active; AID 1136;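 active = activation factor at least 2 at 20 µM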
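Control set: EDTA negative control, DMSO positive control / Assay system: human TNAP / Quantity: TNAP 1/800 final / Evaluation: TNAP activation factor scaled between EDTA and DMSO control wells / Measured by: luminescent substrate turnover signal / Compound dosing: one dose, 20 µM / Times: 30 min enzyme reaction at room temperature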
L major viab = reduces viability of Leishmania major promastigotes; resazurin fluorescence viability; inhibition, % at 10 µM; AID 1063; 200,000 compounds, 9% hits; in the data active = inhibition above about 50%;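 also: promastigotes grown with compound for 44 hours at 28 °C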
Diaph act CS = diaphorase activation or chemical reduction counter-screen; activation factor at 20 µM; Diaphorase/resazurin coupled assay, resorufin fluorescence, 16 min; stronger effect = higher value; 1 = vehicle wells, 0 = NADH-free wells; 190,000 compounds, 0.005% hits;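 active = diaphorase activity raised at least twofold by the compound at 20 µM; inactive = activation factor below 2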
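Material: Clostridium kluyveri diaphorase, purified enzyme; Quantity: enzyme 0.07 U/mL final; Medium: HEPES pH 7.4 buffer with MgCl2 and Tween 20; Dosing: single compound dose of 20 µM, 1% DMSO final; Schedule: 16 min reaction at room temperature; Measured by: red resorufin fluorescence at 544/590 nm excitation/emission.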
PMI act satM6P = activators of human phosphomannose isomerase at near-saturating mannose 6-phosphate; coupled PMI enzyme assay, resazurin fluorescence, 20 min; stronger effect = higher value; 1 = untreated enzyme, 0 = substrate-free blank; 190,000 compounds, 0.34% hits; P34949; activation factor at 20 µM;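 active = activation factor of 2 or more at 20 µM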
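test system = human PMI in coupled enzyme assay | medium = HEPES-buffered pH 7.4 with magnesium and detergent | also added = 1.0 mM mannose-6-phosphate substrate with 0.22 mM NADP+ | compound = 20 µM single dose | times = 20 min incubation at room temperature | measured by = resorufin fluorescence (Ex 544/Em 590 nm) from resazurin via diaphorase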
TNAP inh no acc = TNAP (human) inhibition, acceptor-free conditions | purified TNAP, CDP-star luminescence, 30 min | 200,000 compounds, 0.26% hits | inhibition, % at 20 µM | AID 1012;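 active = tissue-nonspecific alkaline phosphatase inhibition above about 50% at 20 µM in the single-dose screen, limit read from the data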;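 also: 0% = DMSO negative control and 100% = EDTA positive control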
bIAP inh = blocks bovine intestinal alkaline phosphatase activity; purified bovine IAP, CDP-star luminescence, 30 min; inhibition, % at 20 µM; 190,000 tested, under 10 active;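 active = over 50% inhibition of intestinal alkaline phosphatase at 20 µM in the single-dose screen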
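test system = bovine IAP enzyme | medium = DEA buffer 100 mM, pH 9.8, with MgCl2 1.0 mM, ZnCl2 0.02 mM | detection = luminescence | dosing = single compound dose of 20 µM, 2% DMSO final | incubation = 30 min reaction at room temperature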
The depositor's hits bear a star.

SMILES	bIAP act	Diaphorase inh	PMI activator	TNAP inh hiacc	TNAP act hi DEA	L major viab	Diaph act CS	PMI act satM6P	TNAP inh no acc	bIAP inh
O=c1oc2ccccc2c2c1ncn2-c1ccccc1	0.9	13	0.9	-6	1.1	0	0.9	0.9	-9	14
O=C(c1csc2c1CCCC2)N1CCCCC1	1	0	1	-2	1	4	1	1.1	-13	2
Cc1n[nH]c(=O)nc1NCc1ccc(Cl)cc1	1	-6	1	-4	1	-5	1.1	1.1	-10	4
CCn1c(O)c(N=NC(=O)c2ccc(CSc3nncn3C)cc2)c2ccccc21	1.1	11	1	1	1	30	0.9	1	-3	-10
CC(C)C(=O)NC(Nc1cc(C(F)(F)F)ccc1Cl)C(Cl)(Cl)Cl (configuration not stated)	0.8	26	1	-2	1	8	0.7	1	28	16
COc1ccc(C(c2sc3nc(C)nn3c2O)N2CCC(C(N)=O)CC2)cc1OC (configuration not stated)	1.1	8	1	-3	1	-6	0.9	1	-10	-8
Cc1nnc(SCC(=O)N(C)c2ccccc2)n1Cc1ccccc1	1.1	2	1	0	1	-4	1	1	-4	-8
CSc1ccccc1NC(=S)N/N=C/c1cccn1Cc1cccc(C)c1	0.9	4	1	-2	1	33	1	1.1	-14	15
COc1ccc(/C=C\C(=O)Oc2cccc(/C=N/NC(=O)Cc3ccc(OC)c(OC)c3)c2)cc1	0.8	15	0.8	2	1	32	0.8	0.9	4	18
O=[N+]([O-])c1ccc(N2CCOCC2)cc1SCc1ccco1	1	45	0.6	8	0.9	45	0.6	0.3	-1	4
CCC(=O)Nc1cccc(-c2cn3ccccc3n2)c1	0.8	14	0.9	-5	1	1	0.9	0.9	-3	16
CCC(C)(C)n1nnnc1C(C(C)C)N(Cc1ccco1)Cc1cc2cc3c(cc2[nH]c1=O)OCO3 (configuration not stated)	1.1	15	0.9	-2	1	30	0.8	0.9	-6	-6
O=C(Nc1cc(F)cc(F)c1)c1ccc(NCCc2ccccc2)c([N+](=O)[O-])c1	0.7	0	1	11	0.9	-7	1	1	17	34
CCN(CC)c1ncnc2sc(C(=O)N3CCN(c4ccccc4)CC3)c(C)c12	1.1	11	0.9	-4	1	0	0.9	0.9	-13	-8
O=C(OCc1ccc([N+](=O)[O-])cc1)C1CC(=O)N(c2ccccc2)C1 (configuration not stated)	0.8	12	0.9	-1	1	2	0.9	0.9	-4	18

Record cards, as listed above:
COc1ccc(/C=C\C(=O)Oc2cccc(/C=N/NC(=O)Cc3ccc(OC)c(OC)c3)c2)cc1 is entered as bIAP act: 0.8; Diaphorase inh: 15; PMI activator: 0.8; TNAP inh hiacc: 2; TNAP act hi DEA: 1; L major viab: 32; Diaph act CS: 0.8; PMI act satM6P: 0.9; TNAP inh no acc: 4; bIAP inh: 18
O=C(Nc1cc(F)cc(F)c1)c1ccc(NCCc2ccccc2)c([N+](=O)[O-])c1 is entered as bIAP act: 0.7; Diaphorase inh: 0; PMI activator: 1; TNAP inh hiacc: 11; TNAP act hi DEA: 0.9; L major viab: -7; Diaph act CS: 1; PMI act satM6P: 1; TNAP inh no acc: 17; bIAP inh: 34
O=C(c1csc2c1CCCC2)N1CCCCC1 is entered as bIAP act: 1; Diaphorase inh: 0; PMI activator: 1; TNAP inh hiacc: -2; TNAP act hi DEA: 1; L major viab: 4; Diaph act CS: 1; PMI act satM6P: 1.1; TNAP inh no acc: -13; bIAP inh: 2

The list goes on:
SMILES	bIAP act	Diaphorase inh	PMI activator	TNAP inh hiacc	TNAP act hi DEA	L major viab	Diaph act CS	PMI act satM6P	TNAP inh no acc	bIAP inh
O=C(c1ccc(S(=O)(=O)N2CCc3ccccc3C2)cc1)N1CCCCC1	1.1	14	0.9	-3	1	5	0.9	0.8	-8	-5
O=C(CSc1nnc(CNc2ccc(F)cc2)n1Cc1ccco1)N1CCOCC1	1	4	1.1	-3	1	-6	1	1	4	-4
CC(Oc1ccccc1)C(=O)Nc1ccccc1F (configuration not stated)	1	0	0.9	-3	1	6	1	0.9	-4	3
c1coc(CNc2ncnc3c2oc2ccccc23)c1	0.9	15	1	-2	1	20	0.9	0.9	-10	7
c1ccc(CCN2CN=C(Nc3nc4ccccc4o3)NC2)cc1	0.9	4	0.9	2	1	5	1	0.9	-2	10
CC(=O)Oc1cccc(N2C(=O)c3ccc(C(=O)Nc4c[nH]c(=O)[nH]c4=O)cc3C2=O)c1	1	8	1	-4	1	-7	0.9	1	-12	-4
Cc1ccc2c(c1)cc(CN(Cc1ccco1)S(=O)(=O)c1ccccc1)c1nnnn12	0.9	20	0.3	-4	1	6	0.8	0.9	3	13
Cc1ccc(NC(=O)N2CCCC2)cc1Cl	1	-12	1.1	7	0.9	95*	1.1	1	2	-3
COCCN1C(=O)c2ccccc2C(C(=O)NCCN(C)C)C1c1ccc(F)cc1 (configuration not stated)	1.1	-7	1	-4	1	-3	1.1	1	-10	-9
Cc1ccccc1CC1(CO)CCCN(Cc2c(C)nn(C)c2Cl)C1 (configuration not stated)	1	-4	0.9	0	1	12	1	0.9	1	3
CC12CC(c3ccccc3O1)N(C(=O)c1ccco1)C(=S)N2c1ccc(F)cc1 (configuration not stated)	1	4	1	-5	1.1	1	1	1	10	-5
COc1cc(CCC(=O)OCc2nnc(-c3ccccc3)o2)cc(OC)c1OC	1	12	0.9	-4	1	5	0.9	0.9	-9	3
COc1ccc(N2C(=O)C(CC(=O)O)S/C2=C\C(C)=O)cc1 (configuration not stated)	1	1	1.1	-7	1.1	-6	1	1.2	-7	2
CN(CCNC(=O)c1cn(C)c2ccc(S(=O)(=O)N3CCCC3)cc2c1=O)CCc1ccccc1	1	18	0.8	-3	1	3	0.8	0.9	-14	-2
O=C(Cc1ccc(S(=O)(=O)N2CCCC2)s1)N1CCN(c2ccc(F)cc2)CC1	1	19	1	-5	1.1	10	0.8	1	-4	2
CC1(C)CC(=O)c2cc(C(=O)NC3CCSC3=O)c(=O)n(-c3ccccc3)c2C1 (configuration not stated)	0.9	0	0.9	-1	1	-2	1	1	1	13
CCN(CC)c1nc2n(c(=O)n1)CCN2CC	0.9	5	0.9	3	1	-1	0.9	1	-7	13
CCCCOc1ccc(C(=O)NCc2ccncc2)cc1	0.8	5	1	-3	1	-1	1	1.1	-12	18
O=[N+]([O-])c1cccc(/C=N\N2CCN(Cc3ccccc3Cl)CC2)c1	0.9	24	1	-3	1	-3	0.8	1	-14	13
CN(CCc1ccccn1)C(=O)CC1C(=O)NCCN1Cc1ccccc1C(F)(F)F (configuration not stated)	1.1	18	1	-1	1	-3	0.8	0.7	-3	-14
O=C(c1ccc(F)cc1)[C@@H]1[C@@H](C(=O)c2ccccc2)[C@@]2(C(=O)Nc3ccccc32)[C@H]2c3ccccc3C=CN12	0.9	20	1.4	0	1	9	0.8	1.4	-4	9
NNC(=O)CCS(=O)(=O)c1ccc2ccccc2c1	1	0	1.2	-1	1	-3	1	1.2	-8	2
Cc1cccc(C(=O)Nc2sc(C)c(-c3ccccc3)c2C#N)c1	0.9	6	0.9	-3	1	5	0.9	1	-12	14
Clc1ccc(SCCn2ccnc2)cc1	0.8	18	1	-8	1.1	-4	0.8	1.1	-5	15
C=CCOc1cccc(C2C(C(=O)c3ccco3)=C(O)C(=O)N2CCN(CC)CC)c1 (configuration not stated)	1	8	1	-1	1	-5	0.9	0.9	-3	-1
C/C(=N\NC(=O)c1[nH]c2c([N+](=O)[O-])cc(C)cc2c1-c1ccccc1)c1cccnc1	1	13	1.1	-1	1	18	0.9	1.1	-4	2
CCC1CCCCN1CCCNC(=O)C1CCC(=O)N1Cc1ccc(C)cc1 (configuration not stated)	1	7	0.9	-3	1	-2	0.9	0.9	-12	-4
Cc1nc(SCC(=O)NCCc2ccccc2)c2oc3ccccc3c2n1	1	-1	1	0	1	-1	1	1	-7	0
O=C(c1ccc(NS(=O)(=O)c2cccs2)cc1)N1CCCCC1	1	18	0.9	-2	1	5	0.8	0.9	-7	1
C/C(=N\NC(=O)c1csc(C)c1C)c1ccc(C)s1	1.3	7	1.1	-6	1.1	-1	0.9	1.1	-10	-34
O=[N+]([O-])c1ccc(COc2ccccc2/C=N/O)cc1	1	9	1.1	3	1	-2	0.9	1	-2	1
COc1ccc(Cc2nc(-c3ccccn3)no2)cc1OC	1.1	6	0.9	-7	1.1	-1	0.9	0.9	-9	-9
COc1ccc(C(=O)CSc2nnc(-c3cc(C)cc(C)c3)o2)cc1	1	9	1	-1	1	-10	0.9	1	-9	4
CCCCn1c(N)c(C(=S)NC(=O)CC(C)(C)C)c(=O)n(C)c1=O	0.9	62*	0.8	7	0.9	2	0.4	0.8	0	12
Cc1ccc(NC(=O)CSc2nnc(-c3cccnc3)s2)cc1	1	-9	1.1	0	1	-3	1.1	1.1	-10	-2
O=C(Nc1cnccn1)Nc1ccccc1Cl	1	6	1.1	-4	1	-10	0.9	1.1	-10	3
O=C(CN(C(=O)c1ccc(Cl)cc1)N1C(=O)C2CCCCC2C1=O)c1ccc(Cl)cc1 (configuration not stated)	1	18	0.9	4	1	-6	0.8	0.7	-3	0
CCCCN1C(=O)/C(=C2/Sc3ccccc3N2C)S/C1=N\c1ncn[nH]1	1.2	2	1	0	1	49	1	1	-10	-20
CCCNC(=O)CS(=O)Cc1nc(-c2ccccc2C)oc1C (configuration not stated)	1	16	0.6	-1	1	-5	0.8	0.9	-12	3
CC(C)NC(=O)COC(=O)c1ccc(S(=O)(=O)N2CCCC2)cc1	1	-14	1.1	-5	1	-3	1.1	1.2	-13	0
CCOC(=O)c1ccc(NC(=O)Nc2cccc(C)n2)cc1	0.8	3	1	-7	1.1	-2	1	1	-10	17
Cc1ccccc1OCCNC(=O)/C=C/c1ccc([N+](=O)[O-])cc1	1	9	0.8	4	1	16	0.9	0.9	-16	0
Fc1ccc(NC(=S)N2N=CCC2c2ccccc2)cc1 (configuration not stated)	1	4	1	-1	1	8	1	1	-9	5
O=C1Cc2cccc3cccc1c23	1.1	5	1	0	1	-3	0.9	1	2	-6
COc1ccc(OC)c(NC(=O)CSc2ncnc3c2cnn3-c2ccccc2Cl)c1	1	15	0.9	2	1	25	0.9	1	-2	2
COc1cccc(CC(Cc2nc3ccccc3[nH]2)c2nc3ccccc3[nH]2)c1 (configuration not stated)	1.9	11	0.9	-10	1.1	69*	0.9	0.8	-52	-94
O=C(O)Cc1c(C(=O)O)nnn1-c1cccc(C(F)(F)F)c1	1.1	-3	1	-3	1	-8	1	1	-6	-6

From PubChem BioAssay

Rows were taken by chance; 10% or so of the library scored in one or more.
